Screens (PubChem)
Rin1-Abl PPI inh = human Rin1-Abl interaction inhibition. P00519+Q13671. TR-FRET Rin1/Abl binding, biochemical. inhibition, % at 7.35 µM. 360,000 tested, 0.4% active; in the data active = inhibition above about 5%, passing the limit was not always enough
MsrA inh = inhibitors of bovine MsrA. purified bovine MsrA, absorbance read-out. inhibition, % at 15.5 µM. 360,000 tested, 0.75% active; in the data active = inhibition above about 4.5%;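 also: 0% = vehicle wells with enzyme and 100% = reference inhibitor wells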
TbMetRS inhib = blocks T. brucei methionyl-tRNA synthetase activity | purified T. brucei MetRS, ATP depletion, Kinase-Glo luminescence | inhibition, % at 11.9 µM | 360,000 tested, 0.4% active;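 active = inhibition above a per-plate cutoff of the control wells' mean inhibition plus 3 SD, cut at about 5.5% in these data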;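 also: 0% = DMSO wells median and 100% = median of wells with control inhibitor compound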
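Dosing: 11.9 µM single point; system: parasite MetRS enzyme; technique: luminescence of leftover ATP; times: 15 min enzyme-compound preincubation, 2 h reaction, 10 min detection, 25 °C; replicates: each compound tested once; read-out basis: percent inhibition relative to median high and low control wells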
CSN deneddyl inh = blocks human CSN-mediated cullin deneddylation | Purified CSN, SCF-Nedd8-OG deneddylation, fluorescence polarization | inhibition, % at 12.5 µM | 360,000 tested, 0.38% active;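 active = pattern-corrected inhibition above about 35%, with an unprinted fluorescence ratio check between 0.5 and 1.5, limit read from the data, passing the limit was not always enough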;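 also: 0% = enzyme with substrate and 100% = substrate without enzyme; some results filed as inactive read as strong as hits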
Target sequence (Q92905 whole entry, looked up, one chain of several): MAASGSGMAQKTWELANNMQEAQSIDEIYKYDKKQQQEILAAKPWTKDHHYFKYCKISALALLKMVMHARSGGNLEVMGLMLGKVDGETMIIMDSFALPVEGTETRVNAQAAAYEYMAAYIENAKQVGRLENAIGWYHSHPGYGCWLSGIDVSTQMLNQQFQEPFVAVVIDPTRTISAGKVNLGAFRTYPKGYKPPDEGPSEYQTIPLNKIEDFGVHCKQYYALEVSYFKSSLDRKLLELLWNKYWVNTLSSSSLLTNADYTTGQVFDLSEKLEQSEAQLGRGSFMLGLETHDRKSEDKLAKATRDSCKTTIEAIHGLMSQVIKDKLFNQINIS
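Material: human Csn5 produced in HEK293T cells; Input: enzyme 0.24 nM; Reagent: SCFSkp2-Nedd8OG substrate at 10 nM final; Dosing: 12.5 µM compound; Incubation: 90 min reaction at room temperature; Detection: fluorescence polarization of the substrate; Evaluation: % inhibition of substrate cleavage by Csn5; Control set: substrate-only high control, full reaction low control.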
Neddyl block = inhibitors of human cullin neddylation; P61081+Q13564; TR-FRET cullin neddylation, biochemical; calls only at 25 µM; 360,000 tested, 0.58% active; AID 651699; in the data active = inhibition above about 36%
Target sequence (P61081 whole entry, looked up): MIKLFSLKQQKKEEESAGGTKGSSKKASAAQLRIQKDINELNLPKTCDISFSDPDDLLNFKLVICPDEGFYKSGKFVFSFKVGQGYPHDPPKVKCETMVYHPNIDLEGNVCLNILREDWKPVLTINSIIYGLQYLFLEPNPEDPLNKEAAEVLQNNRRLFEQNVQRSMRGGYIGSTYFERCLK
Target sequence (Q13564 whole entry, looked up): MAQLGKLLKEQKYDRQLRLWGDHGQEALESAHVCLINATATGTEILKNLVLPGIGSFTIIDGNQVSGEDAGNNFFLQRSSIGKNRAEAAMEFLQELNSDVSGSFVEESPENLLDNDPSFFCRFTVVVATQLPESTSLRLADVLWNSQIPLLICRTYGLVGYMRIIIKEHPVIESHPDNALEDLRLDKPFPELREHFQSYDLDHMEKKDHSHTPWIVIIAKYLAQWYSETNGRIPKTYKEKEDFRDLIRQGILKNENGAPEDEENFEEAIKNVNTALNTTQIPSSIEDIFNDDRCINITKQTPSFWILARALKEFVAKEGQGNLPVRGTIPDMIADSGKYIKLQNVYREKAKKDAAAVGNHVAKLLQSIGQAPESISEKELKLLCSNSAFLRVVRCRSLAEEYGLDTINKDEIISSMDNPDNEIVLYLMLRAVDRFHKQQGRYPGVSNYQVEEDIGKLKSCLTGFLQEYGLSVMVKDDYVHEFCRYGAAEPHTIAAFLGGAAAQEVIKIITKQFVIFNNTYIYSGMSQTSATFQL
eLon inh = E. coli protease La inhibition; 360,000 tested, 0.42% active; purified E. coli Lon protease, fluorescence polarization; AID 602123; inhibition, % at 7.94 µM; P0A9M0; in the data active = inhibition above about 13%, passing the limit was not always enough;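 also: 0% = enzyme with probe and DMSO and 100% = no enzyme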
FAS TE block = FAS thioesterase (human) inhibition | P49327 | recombinant FAS-TE, OMFH fluorogenic substrate, fluorescence endpoint | inhibition, % at 15 µM | 360,000 tested, 0.67% active;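 active = compounds whose normalised, plate-corrected inhibition of enzyme fluorescence in the single-dose primary screen is 50% or more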;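 also: 0% = DMSO with enzyme and 100% = substrate without enzyme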
PABP1 MLLE inh = blocks PAM2 peptide binding to the PABP1 MLLE domain; P11940; GST-MLLE / FITC-PAM2 fluorescence polarization; inhibition, % at 20 µM; 360,000 tested, 0.36% active; AID 588489; in the data active = inhibition above about 35%, passing the limit was not always enough;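 also: plate controls were DMSO wells with GST-MLLE for no effect and wells lacking GST-MLLE protein for full effect; some results filed as inactive read as strong as hits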
MsrA act = activates bovine MsrA enzyme | purified bovine MsrA, absorbance read-out | AID 602163 | activation, % at 10.6 µM | 360,000 tested, 0.3% active; in the data active = activation above about 7.5%;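 also: 0% = vehicle and 100% = reference activator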
Numbers without * were called inactive; i = inactive; x = no result given.

SMILES	Rin1-Abl PPI inh	MsrA inh	TbMetRS inhib	CSN deneddyl inh	Neddyl block	eLon inh	FAS TE block	PABP1 MLLE inh	MsrA act
COc1ccc(/C=C/C(=O)OCC(=O)NC2CCCCC2C)c(OC)c1 (centres undefined)	1	1.0	-0.1	0	i	-24	8	4	-1
Cc1ccc(C)c(NC(=O)CN(C)C(=O)c2cccc(S(=O)(=O)N3CCN(Cc4ccccc4)CC3)c2)c1	2	0.7	0.2	-3	i	2	4	7	-1
CC[C@H](C)[C@H](NC(N)=O)C(=O)NCCc1ccc(Cl)cc1	-2	-0.4	0.1	1	i	-2	1	-4	2
O=C(c1ccco1)N1CCC(c2nc(-c3ccccc3Cl)no2)CC1	1	-0.1	0.1	3	i	-2	-6	10	-4
O=C(CCN1C(=O)CSC1=O)Nc1ccccc1	3	-0.9	-0.3	-2	i	-1	0	-5	0
N#Cc1cc2c(nc1SCC1COc3ccccc3O1)CCC2 (centres undefined)	-4	-0.2	-0.5	-2	i	2	35	-7	-2
CCOC(=O)c1[nH]c2ccc(OC)cc2c1NC(=O)CCN1CCSCC1	-5	2.0	-0.7	7	x	9	-12	16	-4
COc1ccc(-c2nnc(SCC(=O)NC(=O)NCc3ccccc3)o2)cc1	-1	0.3	0.5	-3	i	-2	-5	-26	9.7*
COc1ccc(Cl)cc1NC(=O)CCN1C(=O)C2C3CCC(C3)C2C1=O (centres undefined)	1	0.4	-0.3	1	i	-9	-4	7	-3
O=C1[C@H]2CC3C=CC2(O3)[C@@H]2OCCCN12 (some centres undefined)	5	-0.5	0.0	-2	i	7	-8	-6	-2
c1ccc2c(C[C@@H]3CNCCN3CCC34CC5CC(CC(C5)C3)C4)cccc2c1	0	1.2	-0.4	2	i	9	-139	-10	-3
CCOc1ccc(C(=O)NCc2ccncc2)cc1OCC	2	-1.0	0.2	-3	i	2	-6	5	-3
Cc1cccc(N2CC(C(=O)Nc3nnc(SCC(=O)Nc4cc(C)on4)s3)CC2=O)c1 (centres undefined)	1	-0.7	-0.1	2	i	0	0	-48	-5
COc1ccc(C(C(=O)NC2CCCC2)N(C(=O)CNC(=O)c2ccco2)c2cccnc2)cc1 (centres undefined)	1	2.1	0.5	4	i	-15	-3	-3	-3
CCCn1c(SCC(=O)Nc2cccnc2Cl)n[nH]c1=O	-2	-1.2	0.3	3	i	7	-6	6	-2
Cc1ccnc(NS(=O)(=O)c2ccc(NC(=O)c3ccc(S(=O)(=O)N4CCCC4)cc3)cc2)n1	1	0.6	-1.6	3	i	-8	-6	0	-12
O=C(Cc1ccc(S(=O)(=O)N2CCOCC2)s1)Nc1ccccc1N1CCOCC1	1	-1.1	-0.3	0	i	-3	0	1	-6
COC(C(=O)Nc1ccnn1C1CCN(Cc2ccc(Cl)s2)CC1)c1ccccc1 (centres undefined)	-2	-0.5	-0.3	-2	i	0	0	6	-2
CCOc1ccc2[nH]c3c(NCCc4ccc(OC)c(OC)c4)ncnc3c2c1	-1	1.0	4.5	2	x	-1	1	-9	-2
Cn1c(Nc2ccc(Cl)cc2F)nc2cc(-c3ccccc3)sc2c1=O	1	-0.6	0.0	-2	i	0	15	-4	-6
O=C(O)c1ccc(N/N=C/c2cn(-c3ccccc3)nc2-c2cccs2)cc1	-4	8.7*	-0.5	-1	x	8	13	13	-2
Cc1csc(SCC(=O)Nc2cccc(C)c2C)n1	1	-1.8	-0.2	1	i	-4	-6	0	-2
CC(C)(O)C#Cc1ccc(CN2CCN(Cc3ccccc3)C(CCO)C2)s1 (centres undefined)	2	0.4	-0.2	-3	i	2	-2	-14	1
O=C(COc1ccccc1)NCC(=O)N/N=C/c1cc(Br)ccc1OCc1ccccc1	-3	0.5	-0.6	0	i	-1	32	-7	-11
NC(=O)c1ccc(NC(=O)COC(=O)/C=C/c2ccc(Br)o2)cc1	0	1.1	0.2	48*	i	-10	-10	-1	-4
COc1ccc(S(=O)(=O)Nc2ccc3c(c2)C(=O)N([C@H](C)CO)C[C@H](C)[C@@H](CN(C)S(=O)(=O)c2ccccc2)O3)cc1	-3	0.0	-0.3	3	i	11	-2	-2	-1
COc1cc(/C=C2\C(=N)N3N=C(S(C)(=O)=O)SC3=NC2=O)ccc1OCCOc1ccc(C)cc1	0	1.7	-1.2	18	i	-3	15	-15	-2
Cc1noc(/C=C/N(C)C)c1S(=O)(=O)N1CCCC(C(=O)N2CCCCC2)C1 (centres undefined)	-2	2.3	1.1	-4	i	-5	-8	-4	-1
COc1ccc(NC(=O)COC(=O)[C@@H](NC(=O)c2c(F)cccc2F)C(C)C)cc1	4	0.1	-0.1	-6	i	-6	-2	-23	-3
O=C(CN1C(=O)c2ccccc2C1=O)N1CCOCC1	-1	-1.0	-1.0	-2	i	3	-7	4	-5
Cc1ccc2c(c1)NC(=O)C(CC(=O)NCCCN1CCCC1)O2 (centres undefined)	1	-1.3	0.1	-1	i	-5	-4	-1	-3
COc1ccc(NC(=O)CN(C)CC(=O)Nc2cccc(F)c2)cc1S(=O)(=O)N1CCCCC1	1	0.6	-0.2	-7	i	-9	-4	14	-1
Cc1ccc(N(C(C)C(=O)Nc2c(C)n(C)n(-c3ccccc3)c2=O)S(C)(=O)=O)cc1C (centres undefined)	6	-1.0	-1.6	-2	i	1	-4	16	-12
CCc1ccc(N/C(SC)=C(/C#N)C(N)=O)cc1	-5	x	0.3	-1	i	1	0	-92	-3
Cn1nc(NC(=O)C(F)(F)F)c2ncc(-c3ccccc3)nc21	-7	2.9	0.3	3	i	5	-6	4	-1
Cc1cc(C)c(NC(=O)CSc2nc3[nH]ncc3c(=O)[nH]2)c(C)c1	0	-0.6	-0.8	-3	i	-1	-7	4	-2
CCOc1ccccc1N(CC(=O)NC1CCCCC1)S(=O)(=O)c1ccccc1	4	-0.1	2.9	-1	i	2	11	-8	-10
COc1ccc(C2N=C(N)N=C(N)N2c2ccccc2OC)cc1OC (centres undefined)	-2	0.3	-0.3	5	i	7	-12	-1	0
COc1ccc(S(=O)(=O)N2CCOCC2)cc1NC(=O)CC1CC2CCC1C2 (centres undefined)	3	-0.9	-0.3	-3	i	-16	-4	-10	-4
O=C(Nc1ccccc1C(=O)O)c1ccc(Br)c(S(=O)(=O)NCc2ccccc2)c1	-1	-0.4	0.3	6	i	-7	-4	-8	-1

Part of the list above, field by field:
canonical_smiles: Cn1nc(NC(=O)C(F)(F)F)c2ncc(-c3ccccc3)nc21
  Rin1-Abl PPI inh: -7; MsrA inh: 2.9; TbMetRS inhib: 0.3; CSN deneddyl inh: 3; Neddyl block: i; eLon inh: 5; FAS TE block: -6; PABP1 MLLE inh: 4; MsrA act: -1
canonical_smiles: Cc1cc(C)c(NC(=O)CSc2nc3[nH]ncc3c(=O)[nH]2)c(C)c1
  Rin1-Abl PPI inh: 0; MsrA inh: -0.6; TbMetRS inhib: -0.8; CSN deneddyl inh: -3; Neddyl block: i; eLon inh: -1; FAS TE block: -7; PABP1 MLLE inh: 4; MsrA act: -2
canonical_smiles: CCOc1ccccc1N(CC(=O)NC1CCCCC1)S(=O)(=O)c1ccccc1
  Rin1-Abl PPI inh: 4; MsrA inh: -0.1; TbMetRS inhib: 2.9; CSN deneddyl inh: -1; Neddyl block: i; eLon inh: 2; FAS TE block: 11; PABP1 MLLE inh: -8; MsrA act: -10
canonical_smiles: COc1ccc(C2N=C(N)N=C(N)N2c2ccccc2OC)cc1OC (centres undefined)
  Rin1-Abl PPI inh: -2; MsrA inh: 0.3; TbMetRS inhib: -0.3; CSN deneddyl inh: 5; Neddyl block: i; eLon inh: 7; FAS TE block: -12; PABP1 MLLE inh: -1; MsrA act: 0

Remaining list, next part
SMILES	Rin1-Abl PPI inh	MsrA inh	TbMetRS inhib	CSN deneddyl inh	Neddyl block	eLon inh	FAS TE block	PABP1 MLLE inh	MsrA act
O=C(OCCNC(=O)c1cc2ccccc2oc1=O)c1cccnc1	-1	0.2	-0.7	2	i	0	1	2	4
O=C(O)CSc1nnc(CNc2ccc(Cl)cc2)n1Cc1ccccc1	-2	0.5	0.1	2	i	-4	-3	-55	1
O=C(O)c1ccc(-c2nnc(-c3cccc(Br)c3)o2)cc1	-1	-0.8	-0.5	-1	i	-9	-6	-11	-3
COc1cccc(NC(=O)c2cc([N+](=O)[O-])ccc2NCc2cccnc2)c1	-2	0.7	0.7	-7	i	-5	34	5	-6
Cc1cccc(N2CC3=C(C2=O)C(c2ccccc2)NC(=O)N3C)c1 (centres undefined)	0	-0.1	0.8	-1	i	-6	-5	1	1
COc1ccc(S(=O)(=O)N(C)C[C@H]2Oc3c(NC(=O)C4CCCCC4)cccc3C(=O)N([C@H](C)CO)C[C@@H]2C)cc1	4	-0.2	-0.1	0	i	-4	0	-1	-4
CCOC(=O)CC(=O)CSc1nc2c(cc1C#N)CCCCCC2	-6	-0.3	-0.9	3	x	-29	2	9	0
CCn1c(C)nc2cc(C(=O)NNC(=S)Nc3ccc(F)cc3)ccc21	-2	0.4	-0.5	0	i	0	-4	16	-6
COc1ccc(Cl)cc1-c1nc(SCC(=O)N(C)C)n[nH]1	1	-0.4	-0.8	-6	i	-10	-5	4	-4
CS(=O)(=O)Nc1ccccc1NS(C)(=O)=O	-1	-1.5	3.1	-2	i	6	-7	12	-3
Cc1ccc(N(CC(=O)NC(C)c2ccccc2)S(=O)(=O)c2c(C)noc2C)cc1 (centres undefined)	0	-0.1	-0.8	15	i	10	4	4	0
CCOc1cc(C(=O)OCC(=O)Nc2ccc(F)cc2Cl)ccc1OCC(=O)N1CCOCC1	-3	0.1	-0.4	2	i	-6	-3	-2	-1
C[C@@H](NC(=O)c1nc[nH]c1C(=O)NCc1ccc(CNC(=O)OC(C)(C)C)cc1)c1ccccc1	5	-0.3	-0.4	1	i	9	17	23	1
CC1=C(C)CC(C(=O)NC2CCCC2)C(C(=O)O)C1 (centres undefined)	0	2.0	-0.4	-2	i	-1	-4	-14	-6
CCOC(=O)c1cc2c(=O)n3ccccc3nc2n(CCCOC)c1=NC(=O)c1ccncc1	-2	-0.7	-0.7	-6	x	8	24	6	-3
CCOP(=O)(OCC)c1ccc2ccc3ccccc3c(=O)c2c1	1	0.7	-0.6	-1	i	0	-2	4	-12
Cc1ccc(S(=O)(=O)/N=C(/Nc2c(C)cccc2C)c2ccccc2)cc1	1	0.0	0.3	0	i	-7	4	1	0
Cc1cc(NC(=O)/C(C#N)=C\c2ccc(-c3ccc(SC(F)F)cc3)o2)n(-c2ccccc2)n1	-3	-0.5	-0.2	81*	i	-31	-22	-128	-2
CCC(C(=O)NCc1ccco1)N(C(=O)CNS(=O)(=O)c1ccccc1)c1ccccc1C (centres undefined)	3	0.3	1.6	2	i	1	0	-3	-2
COc1ccccc1N1CCN(C(=O)CSc2ccc3c(C)cc(C)nc3n2)CC1	1	3.8	-0.2	-1	i	-9	-5	-7	-8
COC(=O)C1=C(NC(=O)CCCCl)CCS1	-1	0.2	0.1	-13	i	-2	-6	38	-3
CCCOc1ccc(C(=O)NC(=S)NCc2cccnc2)cc1	0	-1.1	-0.8	-7	i	3	-2	10	-2
CN(Cc1cccs1)S(=O)(=O)c1cccs1	0	-1.1	0.2	-4	i	-7	-4	-3	0
CCCOP(=O)(c1ccccc1)c1ccccc1	2	-0.1	0.7	-2	i	0	1	0	-9
CCCN(CC(=O)Nc1ccccc1C)C(=O)c1cccc(-n2cnnn2)c1	-1	-0.2	-0.2	-5	i	0	8	-13	-3
Cc1sc2nc3ccc(N4CCCCC4)nn3c(=O)c2c1C	-1	1.6	-1.0	1	i	-12	2	20	-3
CC1CCCCN1CC(=O)NC(c1ccccc1)c1ccccc1 (centres undefined)	-2	0.1	-0.8	2	i	5	-8	0	-11
COc1ccc(NC(=O)c2cnc3n(c2=O)CCS3)cc1OC	0	0.8	-0.5	1	i	-6	-1	0	-1
